Screening data deposited in PubChem by National Center for Advancing Translational Sciences (NCATS).
BAZ2B inh – blocks human BAZ2B. AlphaScreen BAZ2B-H3K14Ac peptide displacement. Potency, µM (titrated, usually from 114 µM), for inactives: top-dose activity change, negative = inhibition, hits mostly inhibitors. 360,000 compounds, 4.4% hits; note: potency is the fitted concentration of half-maximal effect; % is set by controls: 0 for no effect and ±100 for the full control effect; nearly all actives have a fitted effect of over 60% in size
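AlphaScreen displacement of biotin-H3(5-23)K14Ac peptide (50 nM final) from BAZ2B (50 nM final) in PBS pH 7.4, 0.01% Tween-20; complex preformed 30 min RT, then compounds (top 110 uM) 30 min RT, beads 20 min dark.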
GLS inh – glutaminase GLS (human) inhibition | Potency, µM (series often up to 45.5 µM), for inactives: top-dose activity change, negative = inhibition, hits mostly inhibitors | GLS enzymatic activity, qHTS titration | AID 624170 | O94925 | 410,000 compounds, 0.21% hits; note: potency is the fitted concentration of half-maximal effect; % is set by controls: 0 for no effect and ±100 for the full control effect
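Coupled fluorescence readout: glutamate oxidase/HRP/Amplex Red detect glutamate formed by hKGA from L-glutamine (1 mM solution added). Buffer 45 mM KH2PO4 pH 8.2, 0.02% Tween-20; reads at t0 and 30 min RT.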
JMJD2A Tudor inh – inhibitors of human JMJD2A Tudor domain; O75164; AlphaScreen JMJD2A-Tudor / H3K4me3 peptide binding; Potency, µM (titrated, usually from 114 µM), without a hit: top-dose activity change, negative = inhibition, usual class: inhibitors; 390,000 compounds, 4.4% hits; note: potency is the fitted concentration of half-maximal effect; % is set by controls: 0 for no effect and ±100 for the full control effect; nearly all actives have a fitted effect of over 50% in size
ERG-DNA inh – inhibitors of human ERG Ets domain-DNA interaction; 370,000 compounds, 0.028% hits; AID 624246; fluorescence polarization, His-ERG Ets domain / labelled DNA; P11308; Potency, µM (top dose mostly 76.9 µM), for the others: at the top dose FP activity, negative = inhibition, hits mostly inhibitors; active = well fitted inhibition curve with a large enough effect in the polarisation, with a control signal flat; inconclusive = small, poorly fitted or top-dose-only effect, or effect the other way, or a change in a side signal; inactive = no such curve, though single readings can be large or run the other way; the % refers to the polarisation;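 note: polarization taken with two DNA probes labelled with fluorescein and Texas red; potency is the fitted concentration of half-maximal effect; % of control where 0% means no effect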
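His-tagged ERG Ets domain (1 uM in the protein solution; 300mM KCl, 50mM Tris-HCl, 1mM EDTA, 1mM DTT, pH 7.5) received compound, then a probe mix of 5 nM fluorescein-DNA and 100nM Texas-615-DNA. Fluorescence polarization was read for both dyes.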
G9a block – blocks human histone lysine methyltransferase G9a. 350,000 compounds, 8.8% hits. G9a H3K9 monomethylation, AlphaScreen, 2 h. Potency, µM (highest dose often 102 µM), for the others: at the top dose activity, negative = inhibition, usual class: inhibitors. Q96KQ7; note: potency is the fitted concentration of half-maximal effect; % is set by controls: 0 for no effect and ±100 for the full control effect; nearly all actives have a fitted effect of over 75% in size
Target sequence (Q96KQ7 913-1193 limits assumed): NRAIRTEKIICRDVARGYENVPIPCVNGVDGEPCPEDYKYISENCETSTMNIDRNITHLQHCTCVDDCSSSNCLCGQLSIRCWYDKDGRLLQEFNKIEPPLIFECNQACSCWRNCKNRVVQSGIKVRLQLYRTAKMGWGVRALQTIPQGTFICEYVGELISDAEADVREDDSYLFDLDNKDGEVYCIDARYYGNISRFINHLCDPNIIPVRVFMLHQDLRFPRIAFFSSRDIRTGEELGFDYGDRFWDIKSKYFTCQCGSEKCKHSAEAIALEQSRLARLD
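Compounds were preincubated with 20 nM G9a for 15 min, after which biotinylated H3K9 peptide (500 nM) and SAM (20 uM) started a 2 h room-temperature reaction. Monomethylated product was quantified by antibody-based AlphaScreen chemiluminescence.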
PI4K2A block – blocks human PI4K2A kinase activity; AID 1346378; purified PI4K2A, ADP-Glo luminescence, 1 h; hits give low values; activity change, negative = inhibition, % at 76.9 µM; Q9BTU6; 420,000 compounds, 0.13% hits; in the data active = activity change below about -50%; inconclusive = mostly about -30% to -49%;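 note: -100% = wells without enzyme as full effect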
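PI4K2A activity was measured by ADP-Glo luminescence: enzyme (4 ug/mL stock) and phosphatidylinositol (1.2 mM stock) in Tris pH 7.5/MgCl2/EGTA/Triton X-100 buffer were reacted with ATP (300 microM stock) for one hour at ambient temperature.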
12-LOX inh – inhibitors of human 12S-lipoxygenase ALOX12 | P18054 | purified 12hLO, xylenol orange hydroperoxide absorbance | Potency, µM (top dose mostly 108 µM), without a hit: top-dose activity change, negative = inhibition, most hits filed as inhibitors | 580,000 compounds, 1.1% hits | AID 1671190; note: potency is the fitted concentration of half-maximal effect; % is set by controls: 0 for no effect and ±100 for the full control effect
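Hydroperoxide product was detected by ferrous iron/xylenol orange as the 573 to 405 nm absorbance ratio. Arachidonic acid at 40 uM (final) was turned over for 30 min at room temperature by 150 nM human 12hLO, pH 7.0 Hepes buffer, after 15 min compound preincubation.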
HP1b binding inh – inhibitors of HP1-beta chromodomain binding to methylated histone tails. P83916. AlphaScreen HP1-beta / biotin-H3K9me3 peptide binding. Potency, µM (top dose mostly 114 µM), for the others: at the highest dose activity change, negative = inhibition, most hits filed as inhibitors. 390,000 compounds, 0.56% hits. AID 540317; note: potency is the fitted concentration of half-maximal effect; nearly all actives have a fitted effect of over 70% in size; inactives centre near 23
Target sequence (P83916 whole entry, looked up): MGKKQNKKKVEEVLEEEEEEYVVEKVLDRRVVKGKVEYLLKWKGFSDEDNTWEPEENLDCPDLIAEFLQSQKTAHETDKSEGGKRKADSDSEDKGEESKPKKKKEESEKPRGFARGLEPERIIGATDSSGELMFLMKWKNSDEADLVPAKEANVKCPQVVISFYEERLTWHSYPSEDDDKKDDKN
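Compound inhibition of the preformed complex between 50 nM HP1-beta and 50 nM biotinylated H3K9me3 peptide was read by AlphaScreen. Buffer was PBS pH 7.4 with 0.01% Tween-20. Incubations ran 30 min at room temperature, with 10 ug/mL donor/acceptor beads.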
RGS4 inhibitor – human RGS4 inhibition; P49798; Transcreener GDP fluorescence polarization, RGS4-accelerated GTP hydrolysis; Potency, µM (series often up to 114 µM), without a hit: at the highest dose activity change, negative = inhibition, usual class: inhibitors; 390,000 compounds, 0.039% hits; AID 504845; note: potency is the fitted concentration of half-maximal effect; % is set by controls: 0 for no effect and ±100 for the full control effect; nearly all actives have a fitted effect of over 75% in size; some results filed as inactive show a strong effect at the top dose
Target sequence (P49798 whole entry, looked up): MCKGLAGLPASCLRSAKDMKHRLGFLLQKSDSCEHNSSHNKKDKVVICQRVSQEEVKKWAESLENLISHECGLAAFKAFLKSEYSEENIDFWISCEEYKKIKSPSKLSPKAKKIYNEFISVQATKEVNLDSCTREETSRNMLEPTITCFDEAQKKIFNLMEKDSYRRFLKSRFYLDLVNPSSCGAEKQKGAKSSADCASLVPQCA
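MLSMR compounds (23 nl, pin-transferred) preincubated 10 min at room temperature with a 500nM (2x) first reagent, then RGS4 at 900nM (2x) plus Transcreener GDP mix added; fluorescence polarization (620/688 nm) read before and after 90 min at 30 °C.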
* marks the source's active call; other numbers are inactive results; ? = inconclusive; / = not tested or not shown; & = joins results of further samples; ! = not confirmed by another sample; [ ] = remark or other dose. Unless noted, calls come from the whole dose curve; as a rule, active = well fitted curve in the direction sought with a large enough effect; inconclusive = small, poorly fitted or top-dose-only effect, or another doubt; inactive = no such curve, though single readings can be large; an effect the other way counts as inactive or inconclusive. The list is partial, so the mix of outcomes need not match the whole.

Values run as follows: BAZ2B inh | GLS inh | JMJD2A Tudor inh | ERG-DNA inh | G9a block | PI4K2A block | 12-LOX inh | HP1b binding inh | RGS4 inhibitor
> C/C=C(/C)C(=O)O[C@H]1C(C)=C2[C@H]([C@@H]1OC(=O)CCCCCCC)[C@@](C)(OC(C)=O)C[C@H](OC(=O)CCC)[C@@]1(O)[C@H]2OC(=O)[C@@]1(C)O
  / | / | / | / | ? | 3 | 6%&-6% | / | -19%[56.9 µM]
> CCCCN1C(=O)NC(=O)C2(Cc3c(nc4c(C)cccn4c3=O)N3CCc4ccccc4C32)C1=O (centres undefined)
  -4% | 8% | -32% | 0% | ? | 2 | 0% | 0% | 2%
> O=C(Nc1ccc2c(c1)OCO2)N1CCN(c2ccccc2)CC1
  -26% | 22% | -18% | ? | ? | 0 | -14% | 21% | 13%
> CCN1C[C@]2(COC)[C@H](O)C[C@H](OC)[C@]34C1C([C@H](OC)[C@H]23)[C@]1(OC(C)=O)C2[C@@H](OC(=O)c3ccccc3)C(O)(C[C@H]24)[C@@H](OC)[C@@H]1O
  / | 5% | / | / | 32%&29%[59 µM] | / | -6% | / | ?
> O=C(O)c1cccc(N=Nc2c(O)[nH]c(=O)[nH]c2=O)c1
  -23% | 5% | -1%[11.4 µM] | -1% | ? | -11 | -27% | 16% | -7%[11.4 µM]
> Brc1ccc(Oc2cc(Br)c(Br)cc2Br)c(Br)c1
  -3% | 1% | 61%[activator] | -16% | 7%[0.501 µM] | 2 | -8% | 61%[activator] | 12%
> C[C@]12C=CC(=O)C=C1CC[C@@H]1C2=CC[C@]2(C)[C@@H](C(=O)CN3CCN(c4cc(N5CCCC5)nc(N5CCCC5)n4)CC3)CC[C@@H]12
  / | 0% | ? | 12% | ? | 0&-26 | -19% | -19% | 11µM*!
> CCN(CC)CCCN=C(C)c1c(O)n(-c2ccccc2)c(=O)[nH]c1=O
  2% | -3% | -5% | 5% | -9% | -2 | -6% | 24% | -24%
> Nc1cc(Cl)cc(Cl)c1
  2% | -7% | 10% | 0% | 9%[0.501 µM] | -4 | -9% | 42%[activator] | -4%
> CN1CCN(c2ncnc3ccc(Br)cc23)CC1
  1% | -5% | -22% | 3% | ? | 1 | 1% | 23% | -22%
> COC(=O)C1=C(c2cc3ccccc3o2)C[C@@H]2CC[C@H]1N2C(=O)NCCCOC(C)C
  / | 1% | -14% | -8% | / | -4 | 6% | 24% | 1%
> CN(C)c1nc(N(C)C)nc(N(C#N)CCCl)n1
  -5% | -13% | -15% | -23% | 40µM* | 0 | -2% | 30% | -4%
> Cn1cccc1/C=C1\C(=O)NC(=O)N(CCC2=CCCCC2)C1=O
  -9% | 0% | -18% | 30%[activator] | -6%[59 µM] | -8 | -28% | -11% | -6%
> O=C1c2ccccc2-c2c1nc1c([n+]2[O-])CCCC1
  1% | 7% | 7% | 2% | ? | -6 | 310%[activator] | 33% | -7%
> CCN(CC)c1ccc(N=Cc2c(O)n(CCc3ccc(OC)c(OC)c3)c(=O)[nH]c2=O)cc1
  -3% | 37%[activator] | -29% | -4% | 7.1µM* | -8 | -13% | 4% | -21%
> C=CCN1C[C@@H](C)N(C(c2ccc(C(=O)N(CC)CC)cc2)c2cccc(OC)c2)C[C@@H]1C (some centres undefined)
  8% | 1% | -18% | 22% | -2%[59 µM] | 0 | 0% | 33% | -4%
> COc1cc(CN2CCCC(C(=O)c3sccc3C)C2)cc(OC)c1O (centres undefined)
  -28% | 13% | -18% | 2% | ? | 2 | -14% | 15% | -20%
> O=C(Cc1ccccc1)OCC(=O)N1CCN(S(=O)(=O)c2ccc(Cl)cc2)CC1
  -4% | 0% | -16% | -7% | 31%[59 µM] | 3 | -27% | 7% | 23%
> CC(=O)N1Cc2cnnn2-c2ccccc2C1(C#N)Cc1ccccc1 (centres undefined)
  / | -2% | -22% | -2% | / | -2 | 0% | -2% | -24%
> COC(=O)C1=C(c2cc3ccccc3o2)C[C@@H]2CC[C@H]1N2C(=O)NCc1ccccc1
  / | 3% | -17% | 2% | / | -1 | 7% | 12% | -5%
> Cc1cccc(C)c1OCC(=O)Nc1ccc(Cl)cc1C(=O)c1ccccc1
  4% | 5% | 0% | -2% | ? | -2 | -3% | 44%[activator] | -14%
> O=C(Nc1cccc(OC(=O)N2CCCCC2)c1)N1CCCCC1
  -8% | 6% | -3% | -1% | -21%[12.7 µM] | -9 | 0% | 17% | 12%
> CCOP(=O)(OCC)c1nc(-c2cccc3ccccc23)oc1NCCc1ccc(OC)cc1
  42%[activator] | 0% | 81%[activator] | / | 20%[59 µM] | -4 | -28% | 137%[activator] | 1%
> Oc1cc(O)cc(/C=C/c2ccc(O)cc2O)c1
  -29% | -1% | ? | -3% | 17%[2.33 µM] | -30 | / | 24% | 5%
> O=C(O)CCC(=O)NNC(=O)COc1ccc2ccccc2c1Br
  ? | -14% | -9%[11.4 µM] | -4% | / | -3 | 5% | 33% | -33%
> CC(C)=CCOc1c2occc2cc2ccc(=O)oc12
  -3% | -8%&1% | ? | -5% | -13%[2.33 µM] | -3&2&0 | 11% | 21% | ?
> COC(=O)C1=C(c2ccc(C(C)=O)cc2)C[C@@H]2CC[C@H]1N2C(=O)N1CCC(C)CC1
  20% | -13% | -21% | -9% | 18%[2.33 µM] | -2 | -2% | 29% | 26%
> CCC1(CCC(C)C)C(=O)NC(=S)NC1=O
  / | -3% | 3% | -5% | / | 5 | ? | 7% | -5%
> O=C(OC1CCN(CCCl)CC1)C(c1ccccc1)c1ccccc1
  -3% | 6% | -14% | 3% | -39%[59 µM] | 1 | ? | 24% | -12%
> CC(Cc1ccccc1)NCC(=O)Nc1cc(N(C)C)nc2ccccc12 (centres undefined)
  35µM* | 13% | 1.1µM* | -1% | ? | 0 | 0% | ? | -4%
> c1ccc2sc(C3CCCNC3)nc2c1 (centres undefined)
  13% | 16% | -2% | -5% | 45µM* | -1 | ? | 23% | 18%
> Cc1cc(=O)n(-c2ccccc2)n1C
  / | -8%&3% | -14% | -12% | 17%[21.5 µM] | 4&0 | ? | 24% | 2%
> c1ccc2sc(C3CCNCC3)nc2c1
  -16% | 2% | -14% | -13% | ? | 2 | 0% | -2% | 0%
> COc1cc(/C=C2\C(=O)NC(=O)N(c3ccccc3)C2=O)c([N+](=O)[O-])cc1OC
  -25% | -7% | -26% | 3% | 10µM* | -9 | ? | 1% | ?
> COCCCNC(=O)c1c(NC(=O)c2ccccc2)n(Cc2ccccc2)c2nc3ccccc3nc12
  / | 1% | 1% | -3% | / | -5 | / | 33% | 11%
> O=c1c2ccccc2nc2n1CCS2(=O)=O
  -15% | 5% | -17% | -2% | ? | 5 | 0% | 60%[activator] | -8%
> CC(=O)c1c(C)n(Cc2ccccc2)c2ccc(O)cc12
  -34% | 3% | -10% | -13% | 6% | 3 | 40%[activator] | 35% | 28%
> COc1ccccc1N1C(=O)NC(=O)/C(=C/c2ccc3c4c(cccc24)CC3)C1=O
  ? | -12% | ? | 5% | 8.9µM* | -6 | 50µM* | 11% | ?
> O=C(Cc1ccccc1)Oc1ccc([N+](=O)[O-])cc1
  ? | 14% | -5% | ? | 23% | 3 | 11% | 62%[activator] | -20%
> CCOP(=O)(Cc1ccc(C#N)o1)OCC
  5% | 3% | -9% | -12% | ? | -4 | 140%[activator] | 31% | -16%
> CCC(=NCc1cccnc1)c1c(O)n(Cc2ccccc2)c(=O)[nH]c1=O
  / | -15% | 2% | -2% | -2%[59 µM] | -1 | -21% | 31%[activator] | -10%
> Cc1cc(OC(C)C(=O)NCC2CCC(C(=O)O)CC2)c2c3c(c(=O)oc2c1)CCC3 (centres undefined)
  2% | 3% | ? | 15% | 10% | -2 | 16% | 37% | -6%
> Nc1cncc(C(=O)O)c1
  0%&-8% | 1%&8% | -2% | 4%&7% | -22% | -3&0 | -1%&-6% | 21%&37% | 7%&6%
> CC1NC(=O)NC(=O)C1Br (centres undefined)
  / | -6% | -5% | 11% | / | -3 | 0% | 32% | -41%
> CCOc1ccc(CN(CCc2ccc3c(c2)OCO3)Cc2cccc(C)c2)cc1
  ? | -11% | 22µM* | 7% | 0.89µM* | 4 | ? | ? | 2%
> CN1CCN(c2nc(N)c(Br)c(Cl)n2)CC1
  -1% | 2% | -3% | 7% | -14% | -3 | 0% | 32% | 3%
> COc1ccc(C(O)P(=O)(OC(C)C)OC(C)C)cc1 (centres undefined)
  ? | 16% | -11% | -5% | 1% | 2 | 162%[activator] | 44%[activator] | 25%
> CC(=O)c1c(O)n(C2CCCCCC2)c(=O)[nH]c1=O
  ? | 0% | -27% | 2% | ? | -4 | ? | 19% | 3%
> CSc1nnc([C@@H](N)Cc2ccccc2)o1
  ? | -7% | -23% | -1% | ? | 2 | 0% | 22% | 19%
> NC(=O)CN1CCCC1=O
  -4% | 3% | -4% | -13% | 1%[59 µM] | 5&2&-4 | -2%[22.9 µM] | 23% | 8%[56.9 µM]
> O=c1[nH]c(O)c(N=Nc2cc([N+](=O)[O-])ccc2O)c(=O)[nH]1
  50µM* | 29% | 89µM* | 59%[activator] | 45µM* | -15 | -20% | ? | 11%
> O=C(Nc1ccc(Cl)c(C(F)(F)F)c1)c1ccc2c(c1)CCN2S(=O)(=O)c1ccccc1
  2% | 3% | 6% | 3% | 8%[59 µM] | 0 | 5% | 64%[activator] | -15%
